RSV antiviral HEp-2 – RSV antiviral activity via CPE protection, HEp-2 cells, primary 10 µM value included (AID 2391). HEp-2 cells, RSV-induced CPE inhibition; higher % means a stronger effect. one-dose CPE inhibition, % at 10 µM; IC50 in µM for titrated hits. 310,000 compounds, 0.13% hits; in the data active = a potency from the dose series; inconclusive = CPE inhibition mostly from about 23% at the one dose, without a potency; inactive = the rest, 99 in 100 with CPE inhibition below about 21%; note: strong numbers were not always called active
Dengue-2 NS5 capping – Dengue-2 NS5 methyltransferase inhibitors, primary screen, biochemical, confirmation dose response (AID 588689); Genome polyprotein (Dengue virus type 2 (strain 16681-PDK53)); Dengue-2 NS5 methyltransferase capping enzyme assay, biochemical; higher % means a stronger effect; inhibition, % at 25 µM; hits with a dose series show IC50 in µM; 340,000 compounds, 0.3% hits; in the data active = a potency from the dose series; inconclusive = inhibition above about 29% without an active follow-up result
GPR35 arrestin U2OS – GPR35 antagonists blocking zaprinast-driven arrestin recruitment, primary screen, imaging, U2OS, beta-arrestin-GFP, zaprinast agonist (AID 2058). G-protein coupled receptor 35 (Homo sapiens). U2OS GPR35 beta-arrestin-GFP translocation imaging, zaprinast antagonism; higher % means a stronger effect. inhibition, % at 10 µM; hits with a dose series show IC50 in µM. 290,000 compounds, 0.052% hits;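 active = inhibition of at least 50% with at least 30 cells and total cytoplasm GFP at most 10,000,000; inconclusive = under 30 cells or total GFP of 10,000,000 plus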
Autophagy HCS – autophagy modulators in MEF cells, primary screen, imaging, high-content, MEF GFP-LC3. MEF GFP-LC3 puncta imaging; test concentration mostly 10 µM. calls only at 10 µM (by protocol). 190,000 compounds, 0.98% hits. AID 463193, 2010;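 active = percentage of spot-positive cells more than 3 SD above its plate mean, without a fluorescence outlier flag or 80% toxicity; inconclusive = no clear call, values can overlap the other calls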;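 note: spot-positive cell cutoff set from DMSO-treated cells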
WT yeast gro inh – growth inhibition of WT strain, primary screen, mitochondrial fusion inhibitor project, WT and mutant strains, chemical genetic; mitochondrial fusion phenotypic screen; inhibition, % at 10 µM; 190,000 compounds, 2.1% hits; AID 1362, 2008; in the data active = inhibition above about 58%; tested in S. cerevisiae
LYP inhibition – inhibitors of LYP phosphatase, biochemical, fluorescence intensity, uHTS (AID 1779). recombinant LYP phosphatase, fluorescence intensity; higher % means a stronger effect. 290,000 compounds, 0.054% hits. inhibition, % at 11.5 µM, or IC50 in µM where a hit was titrated. Tyrosine-protein phosphatase non-receptor type 22 (Homo sapiens); in the data active = inhibition above about 50%;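 note: plate controls were vehicle with enzyme for no effect and no enzyme for full effect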
NTR1 ag – agonists of NTR1, primary screen, imaging, U2OS cells, beta-arrestin-GFP, high content (AID 493036); NTR1-U2OS beta-arrestin-GFP spot imaging, agonist mode; activation, % at 20 µM; 330,000 compounds, 0.17% hits; Neurotensin receptor type 1 (Homo sapiens), P30989;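 active = activation at or above 40% of the spot to cytoplasm intensity ratio, with at least 20 cells analyzed; inconclusive = wells under 20 cells, flagged as cytotoxic or low count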;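 note: 0% = DMSO without peptide and 100% = 100 nM NTR1 peptide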
Target sequence (P30989 whole entry, looked up): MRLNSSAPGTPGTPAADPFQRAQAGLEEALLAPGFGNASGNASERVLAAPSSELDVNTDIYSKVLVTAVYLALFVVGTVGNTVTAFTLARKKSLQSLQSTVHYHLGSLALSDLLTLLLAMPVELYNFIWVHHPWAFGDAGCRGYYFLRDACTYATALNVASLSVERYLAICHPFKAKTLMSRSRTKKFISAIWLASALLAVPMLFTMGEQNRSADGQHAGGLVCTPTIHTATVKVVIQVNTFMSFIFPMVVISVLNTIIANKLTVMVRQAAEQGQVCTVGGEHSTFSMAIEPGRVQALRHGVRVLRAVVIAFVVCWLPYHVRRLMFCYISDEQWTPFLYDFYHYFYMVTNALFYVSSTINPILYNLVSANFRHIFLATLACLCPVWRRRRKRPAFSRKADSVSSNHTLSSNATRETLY
AID2073 – inhibitors of Mint1-CaV2.2 protein interaction, biochemical, HTRF (AID 2073); Voltage-dependent N-type calcium channel subunit alpha-1B (Homo sapiens); HTRF protein-protein interaction, Mint1-CaV2.2; higher % means a stronger effect; one-dose inhibition, % at 20 µM; IC50 in µM for titrated hits; 290,000 compounds, 0.19% hits; in the data active = inhibition mostly above about 51%, no sharp cut-off; inconclusive = no clear call, values can overlap the other calls; inactive = mostly below about 53%; note: some results filed as inactive read as strong as hits
K1F lysis inhibition – inhibition of K1F phage lysis, E. coli UTI89, bacterial capsule biogenesis inhibitors, alamar blue (AID 488966); E. coli UTI89 K1F phage lysis, alamar blue, 2 h; higher % means a stronger effect; inhibition, % at 100 µM; hits with a dose series show IC50 in µM; 340,000 compounds, 0.02% hits;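 active = phage lysis inhibition, versus mean bacterial control, above a set limit; inconclusive = no clear call, values can overlap the other calls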;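 note: capsule biogenesis inhibitors block K1F phage lysis so surviving cells raise fluorescence; higher fluorescence means more inhibition of phage lysis; actives were called in the ten point dose series up to 300 µM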
WT yeast gro inh mutant strain – also measured in WT yeast gro inh; calls as there; inhibition, %; mitochondrial fusion phenotypic screen, mutant strain inhibition
Autophagy HCS cell loss 18 h – further read-out of Autophagy HCS, marked with its call; toxicity, %; measured here: cell loss, nuclei count;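 cell loss after 18 h compound exposure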
NTR1 ag cell count 20 µM – also measured in NTR1 ag; calls as there; cell count; measured here: cell count, cytotoxicity flag
Dengue-2 NS5 capping pilot replicate – also measured in Dengue-2 NS5 capping; calls as there; inhibition, %; measured here: pilot screen replicate inhibition
* marks the source's active call; other numbers are inactive results; i = inactive; ? = inconclusive; . = no result given; [ ] = remark or other dose.

SMILES | RSV antiviral HEp-2 | Dengue-2 NS5 capping | GPR35 arrestin U2OS | Autophagy HCS | Autophagy HCS cell loss 18 h | WT yeast gro inh | WT yeast gro inh mutant strain | LYP inhibition | NTR1 ag | NTR1 ag cell count 20 µM | AID2073 | K1F lysis inhibition | others
Cc1cccc(N2CCN(C(=O)C3CCN(S(=O)(=O)c4c(C)noc4C)CC3)CC2C)c1 (stereo not given) | 0.6% | 7% | -1% | i | 14 | -1 | 0 | 2% | 1.1 | 79 | -8% | -0.1%
C=CCn1c(=O)n(C(=O)OCC)c2cc(Br)ccc21 | -2.0% | -3% | 6% | i | 1 | -3 | -3 | 4% | -0.7 | 29 | -6% | -0.5%
Cc1c(NC(=O)C(C)OC(=O)CC2CC3CCC2C3)c(=O)n(-c2ccccc2)n1C (stereo not given) | 0.2% | 4% | 10% | i | 6 | -13 | -6 | -5% | -1.1 | 59 | -5% | 0.1%
O=C(N/N=C/c1ccc2c(c1)OCO2)c1ccc(NS(=O)(=O)c2cccs2)cc1 | -0.9% | -2% | 0% | i | 7 | -8 | -6 | 2% | 0.8 | 57 | 0% | 1.1%
OCC1(Cc2ccccc2C(F)(F)F)CCN(Cc2ccncc2)CC1 | 0.5% | 1% | -6% | . | . | . | . | -12% | 2.7 | 51 | 4% | 0.4%
CCOc1ccc(S(=O)(=O)N2CC(=O)Nc3ccccc32)cc1C#N | 1.1% | -3% | -2% | . | . | . | . | -4% | -2.0 | 53 | 8% | 0.0%
COc1ccc(CCN=C(C)c2cc(C)c(C)cc2O)cc1OC | 0.5% | -1% | -13% | . | . | . | . | -4% | 0.2 | 57 | -3% | 0.1%
COc1ccc2cc(C(=O)OC(C)C)sc(=O)c2c1OC | -1.7% | -6% | -11% | i | 3 | 12 | 11 | 2% | -0.9 | 47 | -5% | 0.3%
Cc1ccc(CNC(=O)C2CCC(=O)N(CCCN3CCOCC3)C2)cc1 (stereo not given) | 0.7% | 3% | 3% | . | . | . | . | -6% | 0.8 | 64 | 15% | 0.1%
COc1ccc(-c2noc(CN(C)S(=O)(=O)c3ccccc3)n2)cc1OC | 0.9% | . | . | i | 1 | . | . | . | 0.1 | 46 | . | 1.1%
CO/N=C/c1ccc(N2CCOCC2)c([N+](=O)[O-])c1 | 2.8% | 2% | -2% | i | 5 | -7 | 13 | 2% | 1.8 | 57 | 8% | 0.4%
CSCC(=O)NS(=O)(=O)c1ccc(C)cc1 | -0.5% | -3% | 21% | i | 7 | 21 | -1 | -8% | -1.3 | 56 | -3% | -0.1%
CC[C@@]12C(=O)N(c3cccc(Br)c3)C(=O)N1[C@H](c1ccc(Cl)cc1)[C@@H]1C(=O)N(C3CCCCC3)C(=O)[C@@H]12 | 54% | 2% | 8% | . | . | . | . | -8% | 3.5 | 75 | 12% | 6.5%
C/C(CC(=O)Nc1cc(C)ccn1)=N\NC(=O)COc1cccc(C)c1 | . | . | 10% | i | 31 | -7 | -10 | -10% | . | . | -3% | .
COc1ccc(CCN2C(=O)C3CC(C)=C(C)CC3C2=O)cc1OC (stereo not given) | ? | -5% | -16% | i | 6 | 0 | 1 | -5% | -4.3 | 83 | -6% | 0.1% | Dengue-2 NS5 capping pilot replicate=-4.3
COc1ccc(C(=O)Oc2c(C)occc2=O)cc1OC | -0.1% | 0% | -11% | i | 0 | 14 | 23 | -3% | 0.2 | 53 | 0% | -0.5%
Cc1nc(C)c(-c2csc(Nc3ncccc3C)n2)s1 | 8.6% | 7% | -10% | . | . | . | . | 7% | 1.3 | 54 | 3% | 0.3%
CCCOc1ccc(-c2c(C(=O)N/N=C/c3ccc(C)cc3)nnn2-c2nonc2N)cc1 | 4.2% | . | -8% | . | . | . | . | 2% | 5.4 | 47 | -3% | .
O=C(Nc1nc2ccc(F)cc2s1)C1=NN(c2ccccc2)C(=O)CC1 | 2.3% | 2% | -8% | i | -9 | 19 | 12 | -4% | -1.5 | 93 | 11% | 1.2%
CCC1C(=O)N=C(SCC(=O)Nc2ccccc2)NC1=O (stereo not given) | 1.8% | -1% | -8% | i | -6 | 2 | -1 | -1% | -1.8 | 26 | 8% | 6.8%
COc1ccc(CNC(=O)c2c([S-])n(-c3ccc(C)cc3)c3cccc[n+]23)cc1 | -1.5% | 3% | 2% | i | 12 | 14 | 20 | -5% | 1.4 | 26 | 25% | 0.3%
Cc1nc2ccccc2c(=O)n1NC(=O)CCC(=O)O | 2.8% | -8% | -5% | i | -16 | -4 | -3 | -4% | 1.3 | 31 | 10% | 0.4%
COc1cc(C(C#N)N2CCC(c3ccccc3)=N2)ccc1O (stereo not given) | 1.0% | -7% | -11% | . | . | . | . | -8% | -0.5 | 82 | 0% | 0.1%
O=c1[nH]cnc(O)c1C(c1cccc([N+](=O)[O-])c1)c1c(O)nc[nH]c1=O | -1.2% | 3% | 10% | . | . | . | . | -3% | 0.5 | 54 | -2% | 0.2%
CCCCCc1c(O)nc(SCCN(CC)CC)[nH]c1=O | 0.6% | -14% | 2% | i | -2 | -8 | 3 | -4% | -1.1 | 34 | -10% | -0.5%

5 successive entries from above, quoted:
SMILES | RSV antiviral HEp-2 | Dengue-2 NS5 capping | GPR35 arrestin U2OS | Autophagy HCS | Autophagy HCS cell loss 18 h | WT yeast gro inh | WT yeast gro inh mutant strain | LYP inhibition | NTR1 ag | NTR1 ag cell count 20 µM | AID2073 | K1F lysis inhibition | others
COc1ccc(CNC(=O)c2c([S-])n(-c3ccc(C)cc3)c3cccc[n+]23)cc1 | -1.5% | 3% | 2% | i | 12 | 14 | 20 | -5% | 1.4 | 26 | 25% | 0.3%
Cc1nc2ccccc2c(=O)n1NC(=O)CCC(=O)O | 2.8% | -8% | -5% | i | -16 | -4 | -3 | -4% | 1.3 | 31 | 10% | 0.4%
COc1cc(C(C#N)N2CCC(c3ccccc3)=N2)ccc1O (stereo not given) | 1.0% | -7% | -11% | . | . | . | . | -8% | -0.5 | 82 | 0% | 0.1%
O=c1[nH]cnc(O)c1C(c1cccc([N+](=O)[O-])c1)c1c(O)nc[nH]c1=O | -1.2% | 3% | 10% | . | . | . | . | -3% | 0.5 | 54 | -2% | 0.2%
CCCCCc1c(O)nc(SCCN(CC)CC)[nH]c1=O | 0.6% | -14% | 2% | i | -2 | -8 | 3 | -4% | -1.1 | 34 | -10% | -0.5%

Next section
SMILES | RSV antiviral HEp-2 | Dengue-2 NS5 capping | GPR35 arrestin U2OS | Autophagy HCS | Autophagy HCS cell loss 18 h | WT yeast gro inh | WT yeast gro inh mutant strain | LYP inhibition | NTR1 ag | NTR1 ag cell count 20 µM | AID2073 | K1F lysis inhibition | others
CCCCCc1nnc(NC(=O)C(=O)OCC)s1 | 1.0% | -5% | -2% | i | -3 | -41 | 4 | -7% | 0.8 | 68 | 11% | 4.5%
CN1CCC(NC(=O)CCc2ccccc2)CC1 | 1.2% | -2% | -3% | . | . | . | . | -9% | 0.5 | 53 | 1% | -0.2%
CCOc1cc(CNC(=O)CCCn2c(=O)c3cccn3c3cccnc32)cc(OCC)c1OCC | 2.3% | 1% | 19% | . | . | . | . | -5% | 4.0 | 69 | 0% | 0.2%
Cc1ccc(S(=O)(=O)N2CCC(C(=O)OCC(=O)N3CC(=O)Nc4ccccc43)CC2)cc1 | -0.1% | -5% | -2% | i | -11 | 1 | 8 | -4% | 1.4 | 79 | 4% | -1.1% | Dengue-2 NS5 capping pilot replicate=2.3
COc1ccc(C(CNC(=O)c2ccccc2SC)N(C)C)cc1 (stereo not given) | 0.2% | 2% | 0% | i | 4 | -7 | 0 | -2% | 0.9 | 58 | -8% | 0.1%
CC(C)c1ccc(N2C(=O)CC(Sc3nc4ccccc4o3)C2=O)cc1 (stereo not given) | -1.8% | -10% | -5% | i | 12 | 19 | 56 | 4% | 0.6 | 79 | 3% | 0.3%
O=C(NCC(=O)N1CCCCCCC1)c1ccco1 | 1.9% | -2% | . | . | . | . | . | . | -2.9 | 51 | . | 0.3%[50 µM]
CCCCCCCC(=O)N/N=C/c1ccncc1 | 1.2% | -17% | 8% | . | . | . | . | 3% | -1.8 | 44 | -10% | -0.1%
Cc1ccc([N+](=O)[O-])c(NC(=O)COC(=O)C2CC3CCCC(C2)C3=O)c1C (stereo not given) | 1.6% | 1% | -14% | . | . | . | . | -8% | 0.5 | 58 | 2% | 0.0%
COC(=O)c1c(NC(=O)CN2C(=O)NC3(CCC(C(C)(C)C)CC3)C2=O)sc2c1CCCCC2 (stereo not given) | 3.0% | -2% | -4% | i | -6 | 6 | 2 | 1% | 0.6 | 96 | -1% | 0.2%
CC(OC(=O)c1nn(C)c(=O)c2ccccc12)C(=O)Nc1ccc(S(N)(=O)=O)cc1 (stereo not given) | 0.3% | 2% | . | . | . | . | . | . | 0.8 | 78 | . | 1.6%[50 µM]
Cc1ccc(-n2nc3c(c2NC(=O)c2ccc4c(c2)OCO4)CSC3)cc1 | 2.3% | 2% | -2% | i | 1 | 8 | 5 | -5% | -0.1 | 40 | 4% | 0.9%
N=c1sccn1CC(=O)Nc1ccccc1Cc1ccccc1 | 0.8% | 0% | 4% | i | 3 | -7 | -5 | -2% | -2.3 | 80 | -4% | 0.2%
CCS(=O)(=O)N1Cc2ccccc2CC1C(=O)NCCc1c[nH]c2ccccc12 (stereo not given) | 6.5% | -8% | -4% | . | . | . | . | 1% | 0.2 | 56 | 12% | 0.1%
O=C(CN1CCCCC1)Nc1cccc(-n2cnnn2)c1 | 1.0% | -5% | -8% | i | 0 | -22 | -13 | -10% | -1.2 | 82 | 15% | 0.2%
CCOCc1nnc(NC(=O)CSc2ccc(C)cc2)s1 | 1.3% | 2% | 7% | i | 6 | 4 | 3 | 0% | -1.2 | 93 | 5% | 0.3%
Cc1ccc(S(=O)(=O)C2CS(=O)(=O)CC2O)cc1 (stereo not given) | 0.1% | -2% | 2% | i | -4 | 3 | -11 | -7% | -0.8 | 46 | -5% | 1.0%
COc1ccc(-c2cc([C@H]3[C@@H]4C=CCC[C@@]4(C)C(=O)N3Cc3ccccc3)ccc2F)cc1 | -3.0% | -2% | 1% | . | . | . | . | -1% | 12 | 95 | 0% | -0.1%
CC(=O)c1cccc(S(=O)(=O)N2CCC(C(=O)O)CC2)c1 | 1.8% | -5% | -12% | i | -7 | 6 | -7 | -6% | -1.5 | 53 | 6% | -0.6%

Compound activity as filed in PubChem.
